Bioassay records from PubChem BioAssay.
CHRM1 antagonist: human CHRM1 antagonism. P11229. CHO-K1 hM1, Fluo-8 calcium fluorescence, ACh EC80 antagonist. inhibition, % at 3 µM. hit rate 1.3% among 360,000. AID 588852;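 active = percent inhibition above its own plate's cutoff, namely the mean of that plate's compound wells plus 3 SD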;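 note: peak over basal fluorescence ratio during 140 s after agonist addition; 0% = ACh EC80 plus DMSO and 100% = DMSO alone without agonist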
Target sequence (P11229 whole entry, looked up): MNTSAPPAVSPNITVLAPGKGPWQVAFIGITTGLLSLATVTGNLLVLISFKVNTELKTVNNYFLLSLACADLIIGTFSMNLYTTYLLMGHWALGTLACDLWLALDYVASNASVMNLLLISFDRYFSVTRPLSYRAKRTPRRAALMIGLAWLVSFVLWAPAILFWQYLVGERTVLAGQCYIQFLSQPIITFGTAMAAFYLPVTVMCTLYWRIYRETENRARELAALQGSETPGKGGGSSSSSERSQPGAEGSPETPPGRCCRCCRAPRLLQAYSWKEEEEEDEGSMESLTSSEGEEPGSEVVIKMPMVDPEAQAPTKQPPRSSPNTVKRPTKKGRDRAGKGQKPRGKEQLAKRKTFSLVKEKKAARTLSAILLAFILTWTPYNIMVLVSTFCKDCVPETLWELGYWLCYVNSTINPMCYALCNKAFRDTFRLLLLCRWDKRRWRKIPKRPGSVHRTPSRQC
TAAR1 antag: antagonists of human TAAR1; CHO RD-HGA16 TAAR1, Fluo-8 calcium fluorescence, antagonist; inhibition, % at 3 µM; hit rate 1.5% among 360,000; AID 624466;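 active = inhibition above a per-plate cutoff, the mean inhibition of test compounds on that plate plus 3 SD, cut at about 49% in these data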;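 note: 0% = DMSO plus EC80 beta-PEA response and 100% = DMSO alone without agonist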
Target sequence (Q96RJ0 whole entry, looked up): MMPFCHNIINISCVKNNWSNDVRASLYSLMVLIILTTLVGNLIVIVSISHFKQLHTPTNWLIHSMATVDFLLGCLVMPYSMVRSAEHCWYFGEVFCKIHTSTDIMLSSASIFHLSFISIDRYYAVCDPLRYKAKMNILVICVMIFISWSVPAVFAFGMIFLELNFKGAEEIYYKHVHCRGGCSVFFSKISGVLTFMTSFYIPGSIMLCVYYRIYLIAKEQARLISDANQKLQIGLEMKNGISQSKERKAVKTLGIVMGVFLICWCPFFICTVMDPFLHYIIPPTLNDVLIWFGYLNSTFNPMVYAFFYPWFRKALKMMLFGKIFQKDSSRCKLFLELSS
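Test system: RD-HGA16 CHO cells with stable hTAAR1 and Gα16 / Probe or stimulus: EC80 β-phenethylamine stimulus / Times: seeding 17-24 h prior, 75-min 37 °C, 30-min RT dye loading / Detection: Fluo-8 calcium-sensitive fluorescence / Read-out basis: % inhibition scaled between DMSO and EC80 PEA controls / Repeats: singlicate, one well per test compound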
CHO-K1 Ca PAM: M1 PAM counterscreen hit in parental CHO-K1 cells; ATP EC20, Fluo-8 calcium fluorescence; 0% at ATP EC20, 100% at ATP max; activation, % at 3 µM; hit rate 0.02% among 360,000; AID 602247;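 active = activation above the run cutoff, the mean activation of all test compounds plus 3 SD, cut at about 40% in these data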;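 note: peak over basal fluorescence ratio in a 140 s read after ATP addition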
CHO parental Ca: counter-screen: ATP calcium response change in parental CHO cells | parental CHO-K1, ATP-induced calcium, Fluo-8 fluorescence | inhibition, % at 5.6 µM | hit rate 0.63% among 330,000 | AID 463079;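 active = inhibition above that plate's mean sample inhibition plus 3 SD, cut at about 26% in these data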;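 note: 0% = ATP-challenged DMSO wells and 100% = DMSO wells without ATP; some compounds past the cut are filed as inactive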
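test system = CHO parental line | reagent = ATP stimulus | measured by = intracellular calcium via Fluo-8 no-wash fluorescent dye | control set = ATP and no-ATP DMSO wells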
CHO-K1 Ca ag: nonselective activator or artifact in parental CHO-K1 cells | Fluo-8 calcium fluorescence; scaled to maximal ATP response, vehicle zero | activation, % at 3 µM | hit rate 0.48% among 360,000 | AID 602248; in the data active = activation above about 15%;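 note: untransfected CHO-K1 host cells lacking M1 receptor as counterscreen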
CHRM1 PAM: human CHRM1 positive allosteric modulation. P11229. CHO-K1 hM1, Fluo-8 calcium fluorescence, ACh EC20; 0% = ACh EC20, 100% = maximal ACh. activation, % at 3 µM. hit rate 0.088% among 360,000. AID 588819; in the data active = activation above about 19%, passing the limit was not always enough
CHO-K1 Ca antag: M1 antagonist counterscreen hit in parental CHO-K1 cells; ATP-induced calcium, Fluo-8 fluorescence; inhibition, % at 3 µM; hit rate 0.6% among 360,000; AID 602250;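 active = inhibition above a per-plate cutoff, the plate's mean sample inhibition plus 3 SD, cut at about 24% in these data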;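 note: 0% = DMSO plus EC80 ATP and 100% = DMSO alone without ATP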
M1 ag: activates human CHRM1 receptor | activation, % at 3 µM | P11229 | hit rate 0.33% among 360,000 | CHO-K1 hM1, Fluo-8 calcium fluorescence, agonist mode; 0% DMSO, 100% acetylcholine EC100 | AID 588814;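 active = activation above the run's mean compound activation plus 3 SD, cut at about 16% in these data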;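 note: peak over basal fluorescence ratio within a 140 s kinetic read after compound addition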
TAAR1 agonist: human TAAR1 agonism. hit rate 0.99% among 360,000. activation, % at 3 µM. AID 624467. Q96RJ0. CHO RD-HGA16 TAAR1, Fluo-8 calcium fluorescence; vehicle wells 0%, saturating PEA agonist 100%;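 active = activation above the mean activation of all test compounds in the run plus 3 SD, cut at about 38% in these data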
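Signal – calcium-sensitive Fluo-8 signal, excitation 470-495, emission 515-575 nm · System – RD-HGA16 (CHO) cells co-expressing Gα16 and hTAAR1 · Incubation – 17-24 h seeding, 75 min 37 °C dye, 30 min RT · Compound dosing – 3 µM single concentration · Repeats – no replicates (n 1)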
An asterisk follows results filed as active; x = no result given.

SMILES	CHRM1 antagonist	TAAR1 antag	CHO-K1 Ca PAM	CHO parental Ca	CHO-K1 Ca ag	CHRM1 PAM	CHO-K1 Ca antag	M1 ag	TAAR1 agonist
CCc1ccc(N2CC(C(=O)N3CCN(c4ccccn4)CC3)CC2=O)cc1 (stereo unspecified)	-13	-36	-10	-25	-1.0	22	-1	-3	-1
CC(C)SC1=NC(C)(C)C=C(/C=C/c2c(Cl)cccc2Cl)N1	-19	x	0	-2	0.0	-3	3	-4	x
CC1CCCCN1S(=O)(=O)c1ccc(NC(=O)c2cccc(-n3cnnn3)c2)cc1 (stereo unspecified)	-1	15	16	-8	3.3	3	4	-2	16
CNC(=O)C1C(=S)NC(N)=C(C#N)C1c1ccccc1 (stereo unspecified)	1	-6	8	-7	0.0	0	-2	0	8
CCCn1c(SCC(=O)N2CCCc3ccccc32)nc2c1c(=O)n(C)c(=O)n2C	-6	8	19	-18	3.2	4	-13	-3	7
Cn1c(=O)c2c(nc(SCc3nc(N)nc(N4CCCCC4)n3)n2C)n(C)c1=O	-1	-4	9	-1	4.2	-2	-1	2	3
COc1cccc(-c2ccc(NC(=O)C3CCCN(Cc4ccc(CO)o4)C3)cc2)c1 (stereo unspecified)	-11	18	-21	-11	0.9	6	8	-3	5
CCc1ccc2c(CN3CCN(S(=O)(=O)c4ccc5c(c4)OCCO5)CC3)cc(=O)oc2c1	-8	-12	4	-23	0.4	4	-11	-2	-1
O=C(c1ccc(CN2CCOCC2)cc1)N1CCN(c2ccccc2F)CC1	-11	-8	-8	-14	0.2	1	12	-1	9
Nn1cnnc1N/N=C/c1ccc(F)cc1	-12	-12	19	-2	1.0	11	-11	4	5
COc1cccc(C(=O)Nc2ccc(C3CC3(Cl)Cl)cc2)c1 (stereo unspecified)	11	11	-11	-4	1.4	-11	7	-9	1
CN(c1nc2ccccc2n2c(C3CC3)nnc12)S(=O)(=O)c1ccccc1	-6	-24	-13	-12	3.5	5	3	-2	6
CCOc1cc(/C=C/C(=O)OCC(=O)N(CC)C2CCS(=O)(=O)C2)cc(Cl)c1OC (stereo unspecified)	-6	3	3	x	0.3	3	5	-4	2
Cc1ccc(OC(C)C(=O)Nc2cccc(S(=O)(=O)N3CCCCCC3)c2)cc1 (stereo unspecified)	7	-2	-10	x	-0.1	-7	-3	-3	-2
Cc1cc(C)c(C)c(OCCCCN(C)Cc2ccccc2)c1	65*	-22	24	2	3.1	-29	-4	-7	12
CCOc1ccc(CCNC(=O)CSc2nn(-c3ccc(C)c(Cl)c3)c(=S)s2)cc1OCC	3	-4	-7	-8	-0.2	-2	7	-2	0
COc1ccc(-c2cc([C@H]3[C@H]4C=CC[C@@H](C)[C@@H]4C(=O)N3Cc3ccccc3)ccc2F)cc1	-13	-3	18	-16	-0.3	6	-17	-1	11
O=C(Cc1ccc(S(=O)(=O)N2CCOCC2)s1)Nc1ccccc1N1CCCC1	-6	-37	-7	-7	0.7	9	1	-2	1
CCOc1ccc(NC(=O)c2nccnc2CO)cc1	5	9	2	-6	0.6	-3	-18	-5	9
CCOc1ccc(/C(O)=C2/C(=O)C(=O)N(c3ccccn3)C2c2ccc(C)cc2)c(C)c1 (stereo unspecified)	-4	-4	24	-5	1.0	10	-4	-3	11
COc1cccc(C(=O)N2CCN=C2SCc2cccnc2)c1OC	-12	-2	18	-3	0.9	4	-3	-12	0
Cc1ccc(S(=O)(=O)N/N=C/c2cc(Br)c(C)o2)cc1	-2	-15	15	-4	1.3	2	-3	-4	22
C=CCn1c(Cc2cccs2)nnc1SCC(=O)Nc1cc(OC)cc(OC)c1	8	-6	-4	-13	4.7	-2	-4	0	8
CC(/C=N/n1c(-c2ccc(Cl)cc2)n[nH]c1=S)=C\c1ccco1	-2	-28	8	-6	-0.3	5	-5	-4	5
Cc1cccc(OCCOc2ccc(/C=N/NC(=O)Cc3nnc(N)s3)cc2)c1	-3	2	13	-9	0.8	0	-8	-3	2
Cc1noc(C)c1C(=O)Nc1ccc(S(=O)(=O)N2CCC(C)CC2)cc1	5	-9	-2	-10	3.9	0	1	-1	15
COc1ccc(CNC(=O)C2CCN(S(C)(=O)=O)CC2)c(OC)c1	3	10	17	-13	0.3	2	-21	-1	9
O=C(C(=O)N1CCN(c2ccccc2F)CC1)c1cn(CC(=O)N2CCCC2)c2ccccc12	-19	15	10	x	0.5	16	-11	1	1
CCCN(CCC)C(=O)C1CCCN(S(=O)(=O)c2ccc3c(c2)oc(=O)n3C)C1 (stereo unspecified)	-6	-5	0	-19	0.4	0	-9	-5	1
C[C@H](NC(=O)c1nc[nH]c1C(=O)N[C@H](C)c1ccccc1)C(=O)OC(C)(C)C	-2	9	10	-2	0.2	5	-12	-6	2
Cc1cccc(C)c1NC(=O)COc1ccc2c(C)c(Cc3ccccc3)c(=O)oc2c1	9	26	17	-14	4.8	-7	-7	0	5
CN(CC(=O)Nc1ccccc1Br)c1ncnc2sccc12	-1	15	1	0	3.9	-1	-5	-6	3
CC(C)c1ncc(C(O)c2cccc3ccccc23)n1C (stereo unspecified)	-39	-13	19	-18	1.1	1	-11	-8	2
CCCCOc1ccc(C(CC(=O)NC)C(=O)O)cc1 (stereo unspecified)	-5	10	12	2	0.5	5	-3	-5	3
COc1ccc(C(=O)OCc2c(-c3cccc(OC)c3)ncc3ccccc23)cc1	-1	11	4	-33	-0.1	-11	-9	-9	4
Clc1ccccc1-c1ccc(CN2CCN(c3ccccc3)CC2)o1	-11	4	7	-30	0.1	5	-3	-4	4
CCc1c(C)nc(N)n2c(SCC(=O)NC3CCCCC3)nnc12	-7	-16	10	-14	-0.5	1	-8	-12	5
O=C(OCc1nnc(-c2ccc(Br)cc2)o1)c1cncc(Br)c1	18	-6	1	1	0.1	-1	16	-3	-1
COc1cccc(CN(C)C(=O)c2cc(S(=O)(=O)N3CCCCCC3)ccc2OC)c1	-13	6	-19	-15	6.3	10	-18	-4	9
Cc1ccc(C)c(NS(=O)(=O)c2cc(C(N)=O)ccc2C)c1	-4	10	12	-8	1.2	4	-8	-3	5
COCCNC(=O)c1cnn2c(C(F)F)cc(-c3ccc(C)cc3)nc12	3	-12	-5	-18	0.3	-5	-4	-11	-3
CN1C(=S)N(c2ccccc2)C(=O)/C1=C/c1cccs1	-11	6	13	-12	0.1	4	-15	-1	7
O=C(NCc1nnnn1-c1ccc(F)cc1)c1ccc2c(c1)OCO2	-9	-9	0	x	0.0	6	1	-4	1
Cc1c(Cl)cccc1NCC(=O)NN=C1CCCC1	-9	5	-1	7	0.0	10	0	-3	13
CC(C)c1ccc(NC(=S)NN(c2ccccc2)c2ccccc2)cc1	6	12	2	-15	-0.4	-14	-4	-8	2
CCN(CC)S(=O)(=O)c1ccc(N2CCCC2)c(NS(=O)(=O)c2ccc(F)cc2)c1	4	-3	-13	-32	0.4	-4	8	-7	0
Cc1cc(C)cc(NC(=O)NCC2CCN(Cc3cc(C)ccc3C)CC2)c1	7	-3	13	-16	2.0	2	-2	-8	0
Cc1cc(C)c2c(CC(=O)NCCc3ccccc3)coc2c1	0	-29	18	-12	0.2	7	-13	-4	3
COc1ccc(NC(=O)C2(C)CCN2Cc2ccc(SC)cc2)cc1OC (stereo unspecified)	-6	10	1	x	2.1	-2	-3	-2	-2
COc1cc(NC(=O)C2CCC(CNS(=O)(=O)c3csc(C(N)=O)c3)CC2)cc(OC)c1 (stereo unspecified)	-12	-8	14	-8	0.4	4	-10	-1	1
COc1ccc(CCN(Cc2ccccn2)C(=S)Nc2ccccc2C)cc1OC	-6	-4	7	-13	1.0	3	-14	-4	1
COc1ccccc1N1CCN(C2CCCN(C(=O)c3snnc3C)C2)CC1 (stereo unspecified)	-9	-9	3	-5	1.1	6	-9	-4	1
CC(C)CSc1nc2ccccc2c(=O)[nH]1	-19	15	22	-5	0.7	7	-4	-5	11
CC1CCCN(CCCOc2ccc(Br)cc2Cl)C1 (stereo unspecified)	28	-4	8	-14	1.3	-18	0	-6	5
Cc1ccc(S(=O)(=O)Oc2ccccc2/C=N/NC(N)=S)cc1	-3	17	-9	12	0.9	3	8	-5	3
Nc1ccc(S(=O)(=O)Nc2nc(-c3ccccc3)cc(-c3ccccc3O)n2)cc1	-13	-12	13	x	2.4	2	-8	20*	9
O=C(c1cc(-c2ccccc2)on1)N1CCCc2ccccc21	-4	21	7	-18	2.3	2	2	-9	9
O=c1c2[nH]c3ccccc3c2ncn1CCN1CCCCC1	9	-3	-15	-7	0.1	-4	-1	-4	2
C/C(=N/NC(=O)CN1CCN(S(=O)(=O)c2ccc(C)cc2)CC1)c1ccco1	1	-12	3	-6	0.3	-3	-4	-4	1
CCCC(C(=O)NC1CCCC1)N(Cc1cccs1)C(=O)c1snc(C(N)=O)c1N (stereo unspecified)	11	32	11	-20	4.6	-7	-3	-2	15

One compound at a time (already shown):
COc1ccc(NC(=O)C2(C)CCN2Cc2ccc(SC)cc2)cc1OC (stereo unspecified) reads CHRM1 antagonist: -6; TAAR1 antag: 10; CHO-K1 Ca PAM: 1; CHO parental Ca: x; CHO-K1 Ca ag: 2.1; CHRM1 PAM: -2; CHO-K1 Ca antag: -3; M1 ag: -2; TAAR1 agonist: -2
Cc1cc(C)c2c(CC(=O)NCCc3ccccc3)coc2c1 reads CHRM1 antagonist: 0; TAAR1 antag: -29; CHO-K1 Ca PAM: 18; CHO parental Ca: -12; CHO-K1 Ca ag: 0.2; CHRM1 PAM: 7; CHO-K1 Ca antag: -13; M1 ag: -4; TAAR1 agonist: 3
CC1CCCN(CCCOc2ccc(Br)cc2Cl)C1 (stereo unspecified) reads CHRM1 antagonist: 28; TAAR1 antag: -4; CHO-K1 Ca PAM: 8; CHO parental Ca: -14; CHO-K1 Ca ag: 1.3; CHRM1 PAM: -18; CHO-K1 Ca antag: 0; M1 ag: -6; TAAR1 agonist: 5

Remaining list, next part.
SMILES	CHRM1 antagonist	TAAR1 antag	CHO-K1 Ca PAM	CHO parental Ca	CHO-K1 Ca ag	CHRM1 PAM	CHO-K1 Ca antag	M1 ag	TAAR1 agonist
Cc1ccccc1-n1c(C)nnc1SCc1cc(=O)oc2ccc3ccccc3c12	2	4	23	-14	3.6	2	-8	-5	17
O=C1Nc2ccccc2CCc2ccccc21	-2	14	-3	-1	0.3	4	-8	-4	5
CSc1nsc(N/N=C/c2ccccc2)c1C#N	8	-10	-1	7	0.7	-8	-1	0	8
O=C(O)COc1ccccc1/C=N/Nc1ccc(S(=O)(=O)Nc2ccc(Cl)cc2)cc1[N+](=O)[O-]	-6	-11	7	1	-0.7	2	-6	-3	26
CC(=O)c1cccc(N(CC(=O)O)S(C)(=O)=O)c1	-13	5	1	-4	0.1	1	2	-4	8
O[C@@H]1CN(Cc2cccs2)[C@@H](c2ccc(Cl)cc2)C[C@H]1n1cc(-c2ccc(F)cc2)nn1	-3	-7	-12	x	-0.4	2	15	0	0
